CBFb-RUNX1 inh = CBF-beta/RUNX1 interaction disruption | 230,000 tested, under 10 active | Q01196+Q13951 | AlphaScreen CBFb-His/RUNX1-biotin binding, biochemical | AID 1477 | Potency, µM (series often up to 59.8 µM), inactives show at the top dose activity, negative = inhibition, most hits filed as inhibitors; also: % of control where 0% means no effect
Target sequence (Q01196 whole entry, looked up): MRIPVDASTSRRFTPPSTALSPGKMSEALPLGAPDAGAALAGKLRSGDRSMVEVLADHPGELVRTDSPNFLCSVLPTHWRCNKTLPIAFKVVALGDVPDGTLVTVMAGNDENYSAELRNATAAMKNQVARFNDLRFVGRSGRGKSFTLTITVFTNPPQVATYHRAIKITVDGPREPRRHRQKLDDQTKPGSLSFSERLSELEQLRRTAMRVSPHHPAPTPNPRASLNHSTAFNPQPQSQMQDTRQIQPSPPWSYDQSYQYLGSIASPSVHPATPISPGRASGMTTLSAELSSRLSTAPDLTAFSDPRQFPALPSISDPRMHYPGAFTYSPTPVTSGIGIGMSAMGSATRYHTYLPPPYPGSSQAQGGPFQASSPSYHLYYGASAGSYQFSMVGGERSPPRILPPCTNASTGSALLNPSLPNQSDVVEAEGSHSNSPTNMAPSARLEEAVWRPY
Target sequence (Q13951 whole entry, looked up): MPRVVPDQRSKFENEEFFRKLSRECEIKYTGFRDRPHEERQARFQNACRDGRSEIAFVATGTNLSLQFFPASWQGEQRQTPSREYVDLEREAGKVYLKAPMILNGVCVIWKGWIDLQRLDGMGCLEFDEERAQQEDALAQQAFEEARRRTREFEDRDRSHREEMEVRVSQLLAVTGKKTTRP
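Read-out: AlphaScreen. Format: His-CBF-beta with biotinylated RUNX1 (30 nM each) preincubated 20 min, compound 15 min, Ni-chelate plus streptavidin beads 90 min; room temperature throughout.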
Lamin A splicing = changes lamin A minigene splicing in HeLa cells. HeLa LMNA splicing GFP/RFP minigene ratio, 48 h. actives 0.01% (n = 200,000). Potency, µM (top dose mostly 46.1 µM), without a hit: at the highest dose ratio change, negative = inhibition, most hits filed as inhibitors. AID 1487; active = well fitted inhibition curve with a large enough effect in the signal ratio, with a control signal flat, not every such curve was filed as active; inconclusive = small, poorly fitted or top-dose-only effect, or effect the other way, or a change in a side signal; the % refers to the signal ratio; also: potency is read from the fitted curve at half-maximal effect; % is scaled to controls: 0 for no effect and ±100 for the full control effect
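Read-out is the ratio of GFP to DsRed2 object intensity, acquired by 488 nm laser-scanning cytometry on HeLa lamin A-EGFP minigene reporter cells. Compound incubation 48 hrs at 37 °C in Opti-MEM with 2% FBS; DMSO 0.5% final.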
IMPase Li inh = membrane-permeable IMPase blocker, potentiated with lithium | CHO-M1 cells, IP1 TR-FRET (IP-One), carbachol + lithium | Potency, µM (top dose mostly 59.4 µM), inactives show at the top dose activity, negative = IMPase inhibition, actives largely listed as inhibitors | actives 0.35% (n = 210,000) | AID 1457;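 also: IP1 builds up when IMPase is blocked and the TR-FRET signal falls; potency is read from the fitted curve at half-maximal effect; plate controls were basal vehicle for no effect and high inhibitor control for full effect; nearly all actives have a fitted effect of over 50% in size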
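CHO cells stably expressing M1 receptor (2000/well) were cultured 16–30 h, then exposed to compounds with a small lithium addition for 30 min at 37C. IP1 was measured by TR-FRET competition; AC50 from Hill fits.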
Epigenetic derep = regulators of epigenetic silencing causing reporter derepression in mouse cells. murine LDR cells, GFP reporter derepression, 30 h. Potency, µM (series often up to 53.9 µM), for inactives: at the top dose GFP activation, most hits filed as activators. actives 0.2% (n = 280,000). AID 1865; also: potency is read from the fitted curve at half-maximal effect; % of control where 0% means no effect; nearly all actives have a fitted effect of over 60% in size
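Derepression of a silenced CMV-GFP reporter in murine LDR cells is scored by enumerating GFP-positive cells with a laser-scanning microplate cytometer after 30 hours of treatment at 37 C.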
NPSR antagonist = blocks cAMP signaling of the human neuropeptide S receptor; Q6W5P4; CHO-NPSR cells, cAMP TR-FRET, antagonist mode; Potency, µM (doses to about 38.3 µM), without a hit: at the highest dose activity change, negative = inhibition, hits mostly inhibitors; actives 1% (n = 220,000); also: potency is read from the fitted curve at half-maximal effect; % is scaled to controls: 0 for no effect and ±100 for the full control effect; nearly all actives have a fitted effect of over 50% in size; many of its hits are not listed in these tables
Target sequence (Q6W5P4 whole entry, looked up): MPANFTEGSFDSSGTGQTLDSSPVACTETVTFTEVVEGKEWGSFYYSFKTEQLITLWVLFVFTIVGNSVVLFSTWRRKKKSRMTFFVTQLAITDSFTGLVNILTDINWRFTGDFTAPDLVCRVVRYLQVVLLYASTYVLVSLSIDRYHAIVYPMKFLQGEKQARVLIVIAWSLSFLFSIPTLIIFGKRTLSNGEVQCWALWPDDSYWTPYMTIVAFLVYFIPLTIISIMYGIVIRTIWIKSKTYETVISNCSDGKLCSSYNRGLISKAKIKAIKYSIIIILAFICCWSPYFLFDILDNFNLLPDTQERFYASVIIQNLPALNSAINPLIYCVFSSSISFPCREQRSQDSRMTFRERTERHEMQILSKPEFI
HttQ103 aggreg = reduces HttQ103-GFP aggregates in PC12 cells. actives 1.1% (n = 220,000). Potency, µM (highest dose often 46.1 µM), for the others: at the top dose activity change, negative = inhibition, actives largely listed as inhibitors. AID 1688. PC12 HttQ103-GFP aggregates, Acumen cytometry, 40 h; also: potency is read from the fitted curve at half-maximal effect; % is scaled to controls: 0 for no effect and ±100 for the full control effect; nearly all actives have a fitted effect of over 60% in size
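PC12 cells with ecdysone-inducible HTT exon1 Q103-GFP, induced by 100 nM tebufenozide, given compounds in a concentration series. GFP aggregates (1–25 um, 6 SD above background) counted in lysates by laser-scanning cytometry, 488 nm excitation.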
KinaseGlo FLuc = blocks Kinase-Glo luciferase, a counter-screen artifact; Kinase-Glo luciferase, ATP luminescence, 8 min; AID 1379; Q27757; actives 0.28% (n = 200,000); Potency, µM (doses to about 38.3 µM), for the others: at the top dose activity change, negative = inhibition, hits mostly inhibitors; also: potency is read from the fitted curve at half-maximal effect; % is scaled to controls: 0 for no effect and ±100 for the full control effect; nearly all actives have a fitted effect of over 60% in size
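Compound is pinned into ATP-containing buffer (10 uM ATP, imidazole pH 7.2, 7 mM MgCl2). Kinase-Glo luciferase reagent is then added. Light output is recorded following an 8-min room-temperature incubation.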
Numbers without * were called inactive; ? = inconclusive; nt = not tested or not shown; [ ] = remark or other dose. Unless noted, calls follow the shape of the dose curve; as a rule, active = well fitted curve in the direction sought with a large enough effect; inconclusive = small, poorly fitted or top-dose-only effect, or another doubt; inactive = no such curve, though single readings can be large; an effect the other way counts as inactive or inconclusive. A portion of the library, so the mix of outcomes need not match the whole.

SMILES | Epigenetic derep | IMPase Li inh | CBFb-RUNX1 inh | Lamin A splicing | NPSR antagonist | KinaseGlo FLuc | HttQ103 aggreg
Cc1ccc(C2=NC3(CCCCC3)NC2=S)cc1 | 0.0% | -4% | 5% | -18% | 16% | 0% | -2%
CC(=O)N1CCc2ccc(S(=O)(=O)N3CCc4ccccc43)cc21 | 2.3% | 27% | 2% | nt | 9% | 0% | 33%
Cn1c(=O)c(=O)n(C)c2cc(S(=O)(=O)Nc3ccc(OC(F)(F)F)cc3)ccc21 | 0.0% | 28%[38.3 µM] | 3% | -5% | -1%[46.1 µM] | 17% | -32%
Cn1c(CSCc2ccc(Cl)c(Cl)c2)nnc1SCC(=O)Nc1nccs1 | -1.0% | 42%[activator][38.3 µM] | 9% | -27% | -5%[46.1 µM] | 6% | -4%
COC(=O)c1cn(C(=O)c2cc(C)cc(C)c2)c2ccccc12 | 2.4% | 16% | 0% | 1%[46 µM] | -26% | 1% | 11%
CCc1cccc(CC)c1NC(=O)COc1ccccc1C(=O)c1cc(C#N)c(=O)n(C2CCCCC2)c1 | -3.0% | 7% | -15% | ? | -25% | -1% | -28%
Cc1ccc(S(=O)(=O)N(C)C)cc1NC(=O)COC(=O)COc1ccccc1[N+](=O)[O-] | -2.9% | 1% | -2% | 7%[46 µM] | 11% | 0% | 24%
O=P(Cc1cccc[n+]1[O-])(c1ccccc1)c1ccccc1 | 0.0% | -3% | -1% | -11% | 11% | -1% | 16%
CCCn1cnc2sc(C(N)=O)c(C)c2c1=O | 0.0% | 29%[38.3 µM] | -2% | 1% | 3%[46.1 µM] | -2% | -10%
CC(=O)n1cc(C2C(=O)CC(C)(C)CC2=O)c2ccccc21 | -1.0% | -3%[38.3 µM] | 0% | 9% | -29%[46.1 µM] | -7% | ?
CCOC(=O)c1ccc(CNC(=O)CSc2nnc(-c3ccncc3)o2)cc1 | -0.6% | -1% | -5% | -6% | 4% | 0% | ?
Cc1ccc(NC(=O)CC2SC(=NC3CCCCC3)NC2=O)cc1 (configuration not stated) | 7.9% | -5% | 3% | ? | 9% | -5% | 4%
CC(=O)Nc1nc(C)c(-c2csc(Nc3cccc([N+](=O)[O-])c3)n2)s1 | -1.4% | 29%[38.3 µM] | -1% | ? | -15%[46.1 µM] | -2% | -18%
CCOC(=O)c1c(NC(=O)CCC(=O)N2CCOCC2)sc2c1CC(C)(C)OC2 | -1.1% | -9%[38.3 µM] | 4% | 0% | ? | -1% | 0%
COc1ccc(N2C(=O)/C(=C/N(C)C)NC2=S)cc1 | -1.2% | 7% | 9% | nt | -3% | nt | -13%[9.22 µM]
O=C(NCC1CCCCC1)C1CCCN(C(=O)NC2CCCCC2)C1 (configuration not stated) | -4.8% | -8%[38.3 µM] | 3% | 5% | -7%[46.1 µM] | 1% | -26%
CCOC(=O)C1(CCCc2ccccc2)CCN(C(=O)c2cncs2)CC1 | -8.2% | nt | 17% | nt | 8% | nt | 1%
Cc1c(NC(=O)Cc2cccs2)cccc1[N+](=O)[O-] | -0.6% | -6% | 1% | nt | -6% | 0% | 8%
CCC1Oc2ccc(Cl)cc2N(CC(=O)O)C1=O (configuration not stated) | -0.9% | -24%[38.3 µM] | -2% | -4% | 2%[46.1 µM] | 2% | 2%
CCc1ccc(NC(=O)Cc2cn(C)c3ccccc23)cc1 | -0.3% | -1%[38.3 µM] | -8% | 0% | -19%[46.1 µM] | -2% | -14%
Cc1ccc(S(=O)(=O)N(CCC(=O)O)c2ccccc2)cc1 | -1.8% | -5% | 0% | 9% | 3% | 2% | -1%
COc1cc(CNC(=O)c2cccc(COc3ccc(Cl)cc3)c2)cc(OC)c1 | -1.0% | 22% | 19% | ? | -11% | 2% | ?
CC1=NN(c2ccc(S(=O)(=O)O)cc2C)C(=O)C1 | -2.9% | 2% | 0% | ? | 23% | 2% | 6%[9.22 µM]
Cc1cccc(-n2c(-c3ccncc3)n[nH]c2=S)c1 | 4.7% | 1% | 3% | -3% | -15%[46.1 µM] | -2% | 4%
CC(NC(=O)CCn1c(=S)[nH]c2ccsc2c1=O)c1ccccc1 (configuration not stated) | 0.1% | -4% | -1% | ? | -3% | -2% | 0%
O=C(c1cc(C(=O)N2CCOCC2)c2nc3ccccc3n2c1)c1ccccc1O | 0.0% | nt | 15% | ? | 13% | nt | 5%[9.22 µM]
CCOC(=O)c1ccc[n+](CC(=O)Nc2ccccc2OC(F)F)c1 | -1.6% | 4% | 4% | 8%[46 µM] | 17% | -3% | 19%
COc1ccc(-c2c(C#N)sc(C(N)=O)c2-c2ccc(OC)cc2)cc1 | 11% | nt | -5% | nt | ? | nt | 3%[9.22 µM]
COc1ccc(Nc2nc(-c3cccc([N+](=O)[O-])c3)nc3ccccc23)c(OC)c1 | 1.0% | 0% | 1% | -2% | -19%[46.1 µM] | 1% | -30%
CCc1nnc(NC(=O)CCC(=O)N2CCN(c3ccccn3)CC2)s1 | 0.3% | -14%[38.3 µM] | 0% | 4% | -10%[46.1 µM] | -7% | -8%
Cc1cc(NC(=O)CSc2ncccc2C(=O)O)no1 | -2.4% | -6% | -3% | nt | -6% | -1% | -6%[9.22 µM]
COCCNC(=O)/C(C#N)=C/c1cccc(OCc2ccccc2)c1 | -1.4% | 11% | -10% | -11%[46 µM] | -19% | 7% | -9%
CCC1(C(=O)c2ccc(Cl)cc2)C2c3ccccc3OC(=O)C21C(=O)Nc1ccccc1 (configuration not stated) | 0.0% | 13% | 5% | 11% | 0% | -1% | -4%
COc1ccc(C2C=C(c3ccc(F)cc3)NC(=S)N2)cc1OC (configuration not stated) | -3.8% | 11% | 8% | ? | 5% | 3% | 26%
CCOC(=O)N1CCC(=NNC(=O)c2ccccc2F)CC1 | -3.0% | -1% | 9% | 0% | 16% | -4% | 10%
CC(C)OCCCNC(=O)NC(=O)c1ccc(Cl)cc1 | -0.4% | 5% | 6% | -2%[46 µM] | 3% | 0% | -14%
Cc1ccc(CC2CC(=O)N(c3ccc(C)cc3)C2=O)cc1 (configuration not stated) | -2.6% | 14% | 8% | 9%[46 µM] | -8% | 4% | -10%[9.22 µM]
CC1=C(C(=O)Nc2cc(C)ccn2)C(c2ccc(C)cc2)C2=C(CCCC2=O)N1 (configuration not stated) | -2.1% | 6%[38.3 µM] | 5% | 1% | -4%[46.1 µM] | 3% | 28%
CC(=O)NC1(c2nnnn2CCOC(=O)Nc2ccc(Cl)cc2)CCCC1 | -7.1% | -9% | -7% | nt | 42% | 2% | -12%
CCCn1c(=O)c2ccccc2n2c(SCc3cc(=O)oc4ccc5ccccc5c34)nnc12 | 17% | 4% | -6% | -12% | -4% | -2% | -14%
CC1CCCC(C)N1C(=O)CSc1nnc(-c2c[nH]c3ccccc23)o1 (configuration not stated) | 0.8% | -9%[38.3 µM] | -1% | -6% | -28%[46.1 µM] | -1% | 11%
CN(C)CCCCOc1cccc(Br)c1 | 0.0% | 4% | -1% | 6% | 16% | 1% | -9%
O=C(Cc1ccccc1)NN1C(=O)C2C3C=CC(C3)C2C1=O (configuration not stated) | 6.5% | 28%[38.3 µM] | 10% | -1% | -3%[46.1 µM] | 2% | 11%
Fc1ccc(CSc2nnc(-c3ccco3)o2)cc1 | -1.6% | nt | -6% | nt | 8% | nt | 1%[9.22 µM]
CCOC(=O)/C(=N/Nc1ccc(OC)cc1)N1CCCc2ccccc21 | -1.0% | nt | -22% | nt | ? | nt | -30%[9.22 µM]
Cc1cccc(C2=NN(c3ccccc3)[C@@H](C(=O)N3CCOC3=O)[C@@H]2c2ccc(F)cc2)c1 | -0.1% | -2% | ? | nt | nt | 2%[39.9 µM] | nt
O=C(NCCCn1ccnc1)c1cc(-c2ccc(Cl)cc2)nc2ccccc12 | 2.3% | 4% | -1% | -14% | -2%[46.1 µM] | -1% | -13%
CC(C)NCC(O)COc1c(F)cc(Br)cc1F (configuration not stated) | -0.9% | -6%[38.3 µM] | 11% | 8% | -12%[46.1 µM] | 0% | 15%
COc1ccccc1OCC(=O)OC/C(O)=C(\C#N)c1nc2ccccc2[nH]1 | 0.0% | -1% | -3% | -11% | 10%[46.1 µM] | 0% | 7%
CCOc1ccc(NC(=O)CN2CCN(CC(=O)Nc3cc(OC)cc(OC)c3)CC2)cc1 | 1.1% | 22%[38.3 µM] | 5% | -12% | -17%[46.1 µM] | 2% | 3%
COc1ccc(NC(=O)c2cn(-c3ccccc3)nc2-c2cc3ccccc3o2)cc1 | -1.1% | 6%[38.3 µM] | -3% | 4% | ? | -4% | ?
C=CCNc1nc(-c2sc(NC(C)=O)nc2C)cs1 | -0.7% | 46%[activator][38.3 µM] | -9% | -6% | -9%[46.1 µM] | 1% | 13µM*
COC(=O)Cn1cc(C#N)c2ccccc21 | 0.0% | 16% | 6% | -2% | -6%[46.1 µM] | 0% | -10%
N=C(N)SCc1cn2ccccc2n1 | -1.5% | 1% | -25% | 7% | 10% | -3% | 4%
O=C(O)c1oc2ccccc2c1-n1cccc1 | 0.0% | 1% | -3% | -3% | -11%[46.1 µM] | -2% | -12%
COc1cccc(-c2nnc(SCC(=O)Nc3cc(C)on3)n2C)c1 | -7.0% | -8%[38.3 µM] | -1% | 1% | -3%[46.1 µM] | 5% | 2%[9.22 µM]
O=C1NC(=O)/C(=C\c2ccsc2)N1 | -4.4% | 3% | -8% | 9%[46 µM] | -5% | -2% | 4%
CC(=O)c1sc(-c2ccccc2)cc1NS(=O)(=O)c1ccc(C)cc1 | 0.1% | nt | 5% | nt | ? | nt | 6%[9.22 µM]
O=C(Nc1nc2ccc([N+](=O)[O-])cc2s1)c1ccc(S(=O)(=O)N2CCCc3ccccc32)cc1 | 8.7% | 15% | 3% | nt | -45% | 0% | ?
CSc1nsc(SC)c1C(=O)O | -1.1% | -5% | 23% | 13%[9.22 µM] | -4% | -2% | 21%

(list continues)
SMILES | Epigenetic derep | IMPase Li inh | CBFb-RUNX1 inh | Lamin A splicing | NPSR antagonist | KinaseGlo FLuc | HttQ103 aggreg
CCC[C@@H]1C[C@@]1(CCC)C(NC(=O)c1ccco1)c1ccc(Cl)cc1 (some centres not stated) | 2.9% | 2% | 21% | nt | nt | -1% | nt
Cn1c2ccccc2c2cnn(CC(=O)Nc3ccc(F)cc3F)c(=O)c21 | 5.3% | nt | 1% | nt | 11% | nt | 3%[9.22 µM]
Cc1ccc(-c2cc3ccccc3nc2N2CCOCC2)cc1 | -4.1% | 9% | ? | nt | -48% | -1% | -6%
CC(=O)c1cccc(NC(=O)c2ccc3c(=O)n4c(nc3c2)CCCCC4)c1 | 4.0% | 5% | 7% | nt | -4% | -1% | -18%
